Assay outcomes from PubChem.
NPYLR7 agonist – agonists of mosquito NPYLR7 receptor, primary screen, cell-based, Aedes aegypti, calcium fluorescence, mosquito biting behavior | Aedes aegypti neuropeptide Y-like receptor 7 (NPYLR7) | HEK293T NPYLR7/Galpha15, GCaMP6s calcium fluorescence | activation, % at 10 µM | 0.15% of 270,000 active | AID 1259423, 2018; in the data active = activation above about 40%;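 note: 0% = vehicle and 100% = reference agonist at the receptor; some compounds past the cut are filed as inactive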
hcGAS lum – Primary biochemical luminescence assay for human cyclic GMP-AMP synthase inhibitors; Q8N884; 0.081% of 290,000 active; recombinant h-cGAS, ATP depletion, Kinase-Glo luminescence; inhibition, % at 12.5 µM;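 note: 0% = vehicle reaction and 100% = reaction without DNA for no activity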
Target sequence (Q8N884 whole entry, looked up): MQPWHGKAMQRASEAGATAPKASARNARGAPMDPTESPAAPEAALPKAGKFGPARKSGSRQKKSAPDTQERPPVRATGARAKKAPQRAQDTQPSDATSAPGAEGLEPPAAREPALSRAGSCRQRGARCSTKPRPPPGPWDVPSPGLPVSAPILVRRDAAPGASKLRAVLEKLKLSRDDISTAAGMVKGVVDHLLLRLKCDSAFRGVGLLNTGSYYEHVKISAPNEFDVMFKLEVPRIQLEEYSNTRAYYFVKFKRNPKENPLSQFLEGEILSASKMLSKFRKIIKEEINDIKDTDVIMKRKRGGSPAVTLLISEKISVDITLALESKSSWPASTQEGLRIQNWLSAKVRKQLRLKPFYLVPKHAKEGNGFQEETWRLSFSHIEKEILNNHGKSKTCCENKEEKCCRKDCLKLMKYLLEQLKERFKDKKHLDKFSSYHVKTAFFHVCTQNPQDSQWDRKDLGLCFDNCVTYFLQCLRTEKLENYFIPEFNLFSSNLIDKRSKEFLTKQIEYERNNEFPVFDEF
mcGAS inh – cyclic GMP-AMP synthase inhibitors, mouse, primary biochemical chemiluminescence; Q8C6L5; recombinant cGAS, Kinase-Glo ATP depletion luminescence; inhibition, % at 12.5 µM; 0.15% of 160,000 active; AID 1259399, 2018;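 note: 0% = negative control wells and 100% = reference inhibitor with no enzyme activity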
Active calls of the source: *; · = no result given; & = joins results of further samples. Cut-off read from the data, not from the text of the source, unless noted: active = inhibition above about 40%; inactive = the rest. An unsorted share of the library; about 0.27% have a hit in one of these screens.

SMILES	NPYLR7 agonist	hcGAS lum	mcGAS inh
O=C(NCCc1cccs1)c1ccc(Nc2cccc(C(F)(F)F)c2)nc1	-5.9	-0.5	·
Cn1c(SCC(O)COCc2ccc(Cl)cc2)nnc1C1CC1 (stereo unspecified)	-2.8	-0.8	·
COc1cccc(-c2cc(C(=O)N3CCN(c4cccc(Cl)c4)CC3)n3nc(C(C)(C)C)cc3n2)c1	-6.5&4.7	-12.1&-0.1	-10.0&-2.3
O=C(Nc1cccc(Cl)c1)C(C1CCCC1)N1CCN(C(=O)C2CC2)CC1 (stereo unspecified)	-3.2	1.9	0.3
C=C(Br)CN(C)CCCNC(C)=O	0.3	-4.8	·
CN(C)C(=S)NC(=O)C12CC3(C)CC(C)(CC(C)(C3)C1)C2	·	-9.9	-4.7
CCCS(=O)(=O)NCc1nc(NCCCc2ccccc2)c2ccccc2n1	18.7	-7.8	-11.4
C=C(C)Cn1c(SCC)nc2c1c(=O)[nH]c(=O)n2C	-7.1	-8.6	·
Cc1cccn2c(=O)c(C(=O)NC3CCCCC3C)c(O)nc12 (stereo unspecified)	-0.2	-5.5	-5.7
NC(=O)c1cnc2n1CCN(C(=O)COCC1CCCCO1)C2 (stereo unspecified)	12.7	-6.0	·
CC1CN(C(=O)c2ccc(S(=O)(=O)N3CCCC3)cc2)CCO1 (stereo unspecified)	-10.6	2.1	-1.8
Cc1cc(=O)c2c(C3CCCC3)nn(-c3ccccc3)c2[nH]1	8.1	-1.4	·
Cn1c(=O)c2c(ncn2CC(=O)NCCC2=CCCCC2)n(C)c1=O	7.8	-7.4	·
Cc1ccnc(SCc2cc(=O)c(OC(=O)c3cccc(Br)c3)co2)n1	-10.2	-5.8	-6.0
CCN(Cc1cc2ccccc2o1)CC1CCOCC1	-0.1	-3.9	-16.5
COCCNc1nc(SC)nc2c1cnn2CCNC(=O)c1c(F)cccc1F	·	0.3	-4.7
CCc1nc2ccc(C(=O)N3CCN(c4ccccc4)CC3)cn2c1N(CC)CC(=O)N(C)C	17.9	-6.3	-3.1
COC(=O)c1ccc(CN2CCCC(N3CCN(c4ccccc4C)CC3)C2)cc1 (stereo unspecified)	5.1	-4.8	·
Nc1ccc(C(=O)NCC(=O)O)cc1	-8.3&0.8&-3.7	-0.2&-6.7&-3.6	-6.1&-6.1
COc1ccc(N=Nc2c(C)[nH]n(-c3ccc([N+](=O)[O-])cc3)c2=O)c([N+](=O)[O-])c1	-2.5	-3.8	-6.1
O=C1CCCN1CCCC(=O)N1CC[C@@H](c2ccc3c(c2)OCO3)[C@H](O)C1	4.2	-1.3	·
C=CCN(C(=O)c1cccc(NCC(=O)O)c1)C1CCCC1	-6.3	-3.1	-2.0
COc1ccc(N=C(c2cc([N+](=O)[O-])cc([N+](=O)[O-])c2)n2ccnc2)cc1	-14.8	-1.4	·
Cc1cccnc1C(NC(=O)C1CCN(Cc2ccc(Cl)cc2)CC1)c1ccc(F)cc1 (stereo unspecified)	5.5	-4.3	-3.0
COc1ccc(-c2nnc(NC(=O)C(N)Cc3ccccc3)s2)cc1 (stereo unspecified)	2.8	1.7	0.6
CCCn1c(=O)c2c(nc3n2CCN3c2ccc(C)cc2)n(C)c1=O	-1.7	-13.7	·
Cc1nc(N2CCN(CCCO)CC2)nc(C)c1CC(C)C	6.3	-1.5	·
COc1nc2ccccc2cc1-c1cc(N)ccn1	-2.0	-0.3	·
CCCN(CC(=O)N(CCc1c[nH]c2ccccc12)Cc1ccccc1OC)C(=O)c1ccc(Cl)cc1Cl	14.5	-0.5	-3.6
CCN(CC)c1ccc(C2c3c([nH][nH]c3=O)CC(C)(O)C2C(=O)OCc2ccccc2)cc1 (stereo unspecified)	-3.6	2.4	·
CS(=O)(=O)c1ccc(C(=O)N(Cc2ccccn2)c2nc3c(F)cccc3s2)cc1	-0.2	-3.4	-8.0
CC(=O)N1N=C(c2ccccc2Cl)OC1C(=O)N1CCCC1c1ccccn1 (stereo unspecified)	7.7	-1.9	·
CCOc1ccc(NC(=O)N(CC)CC(=O)Nc2cc(C(C)(C)C)nn2-c2ccc(Cl)cc2)cc1	19.3	-2.5	-5.3
COc1ccccc1-c1cc(C(=O)NC(C)c2ccccc2)n2nc(-c3ccccc3)cc2n1 (stereo unspecified)	-4.5	-2.2	-3.8
CCc1nc2c(OCC(N)=O)cccn2c1N(C)C(=O)c1cccc(OC)c1	8.8	-4.2	-1.7
Cc1ccc[n+](C2=C(c3c(C(C)C)[nH]n(-c4ccc(Cl)c(Cl)c4)c3=O)C(=O)N(Cc3ccc(F)cc3)C2=O)c1	7.7	-12.3	-14.1
Cn1nnnc1Sc1ncnc2scc(-c3ccc(Cl)cc3)c12	2.2	-9.1	·
CCOC(=O)C1=C(CN(C)C2CCC(C)CC2)NC(=O)NC1c1ccccc1 (stereo unspecified)	2.1	-5.6	·
COc1ccc(CCCNC(=O)NC2CCN3CCCCC23)cc1OC (stereo unspecified)	8.2	-6.9	·
Cc1ccc(Cc2nnc(NC3CCCCC3)[nH]c2=O)cc1	8.3	-3.2	·

Profiles, looked up by structure.
Shown for Cc1ccc(Cc2nnc(NC3CCCCC3)[nH]c2=O)cc1 = NPYLR7 agonist = 8.3; hcGAS lum = -3.2; mcGAS inh = ·
Shown for COc1ccc(CCCNC(=O)NC2CCN3CCCCC23)cc1OC (stereo unspecified) = NPYLR7 agonist = 8.2; hcGAS lum = -6.9; mcGAS inh = ·

The list goes on.
SMILES	NPYLR7 agonist	hcGAS lum	mcGAS inh
COc1ccccc1OCCN1C(=O)C2(OCCCO2)c2cc(C)ccc21	-8.6	-5.6	·
O=C(O)C(Oc1ccc2ccc(=O)oc2c1)c1ccccc1 (stereo unspecified)	0.8	1.4	-4.8
CCc1ccc(NC(=S)NC2CC(C)(C)NC(C)(C)C2)cc1	1.2	-7.6	·
Cc1sc(NC(=O)Cc2cccs2)nc1-c1ccc(F)cc1	-0.3	-7.6	-8.5
CCn1nnc2c(=O)n(CC(=O)N3CCCCCC3)cnc21	0.5	1.4	·
N#Cc1nncn1CN1CCN(S(=O)(=O)c2c(Cl)cc(Br)cc2Cl)CC1	6.3	-2.5	·
O=C(NCCc1ccc(Cl)cc1Cl)c1ccc(CSc2nc(Cl)cc(N3CCC4(CC3)OCCO4)n2)cc1	-10.8	-4.5	-4.1
O=C(OCC(=O)N1CCOCC1)c1ccccc1Cl	2.2	-7.5	·
NS(=O)(=O)c1ccc(N2CCC(c3ccc(Cl)cc3)=N2)cc1	-17.2&6.8	-6.8&1.3	-2.6
NS(=O)(=O)c1ccc(NN=Cc2ccc3c(c2)OCO3)cc1	0.6	-8.9	·
O=C(NCCCN1CCOC(c2ccccc2)C1)C(=O)Nc1ccccc1Cl (stereo unspecified)	-8.9	-1.2	·
CC1CN(C(=O)CCN2CCc3sccc3C2c2cccc(F)c2)CCN1C(=O)C1C[C@H]1c1ccccc1 (stereo partly specified)	13.9	-3.1	-6.4
CN(C)CCC1CN(C(=O)C2CCC2)CCO1 (stereo unspecified)	9.7	-4.4	·
COc1ccc(CCN(C)C(=O)CCl)cc1OC	-4.0	-0.1	15.8
CC(=O)c1nn(-c2cccc(C)c2)cc1C(=O)c1cccc(Br)c1	3.8	-1.6	·
CCCC1CCC(=NNC(=O)OC(C)(C)C)CC1 (stereo unspecified)	5.3	-7.3	-5.9
O=C(c1ccccc1NCc1ccccn1)N1CCn2cncc2C1	4.1	-5.7	-9.9
CC1(C(=O)NS(=O)(=O)Cc2ccccc2)CCN1C(=O)c1ccc(C2CCCCC2)cc1 (stereo unspecified)	3.6	-7.4	·
O=C(O)C1CCC(N2C(=O)C3CCCCC3C2=O)CC1 (stereo unspecified)	7.8	-8.2	-5.8
CCOC(=O)c1c(NC(=O)c2c(Br)c(C)nn2CC)c(-c2ccc3c(c2)OCO3)cn1C	13.0	-6.8	-7.0
COc1ccc(/C=C2/N=C(c3cccc4ccccc34)OC2=O)cc1OC	-2.1	-3.9	-3.7
CC(C)NC(=O)N(Cc1cc(N)ccc1N(C)C)C(C)C	-1.6	-4.9	-6.8
O=C(NCCC1CC2CCC1C2)c1ccccc1-n1cccn1 (stereo unspecified)	5.6	-18.0	·
CCOC(=O)CCC(=O)N1CCN(c2nccc(-c3ccco3)n2)CC1	24.1	-3.8	-6.0
CC1S/C(=C(/C#N)C(N)=O)N(c2ccccc2)C1=O (stereo unspecified)	-7.1	-0.2	-1.6
CN(CC(=O)N1CCC2(CCNCC2)CC1)Cc1ccncc1	3.6	-4.6	·
COc1ccc(Br)cc1COC(=O)c1ccccc1NS(C)(=O)=O	-5.5	5.1	-1.3
C#CCCC(=O)N(CC)Cc1cc(Cl)ccc1OC	-3.7	-7.1	-11.9
CC(=O)c1c(C)[nH]c(C(=O)C(C)Sc2nnc(-c3ccc(Cl)cc3)n2C)c1C (stereo unspecified)	13.4	-6.0	·
Cc1ccccc1NC(=O)c1cc2cc(Br)ccc2oc1=N	-3.9	0.6	-4.7
CCC(C)Oc1c(Cl)cc(-c2ncc[nH]2)cc1OC (stereo unspecified)	17.2	-3.7	·
CNC(=O)c1cc(N2CC(C)OC(c3ccccc3)C2)ccn1 (stereo unspecified)	3.4	-7.0	·
Cc1cccc(COC(=O)c2nnn(-c3ccc(Cl)cc3)c2C)c1	17.6	-4.3	-10.1
COc1ccc(CCN(C)C(=O)CCCCC2CCSS2)cc1OC (stereo unspecified)	-5.7	-6.7	-4.1
CC1Cc2cc(-c3cc(COC(=O)c4cccs4)no3)ccc2O1 (stereo unspecified)	-0.8	-3.9	·
O=C(O)C1CN(C(=O)Cc2c(Cl)cccc2Cl)c2ccccc2O1 (stereo unspecified)	5.3	-17.2	·
O=C1CCCCC1=CNc1ccc(S(=O)(=O)c2ccc(NC=C3CCCCC3=O)cc2)cc1	1.4	-6.7	-6.7
CCCn1c(=O)c(C(=O)O)nn(-c2ccc(OC)c(OC)c2)c1=O	19.7	0.2	·
COCc1ccc(C(=O)Nc2nc(C(C)(C)C)cs2)cc1	-2.0	-3.2	·
COCCCn1c(SCc2nc3ccsc3c(=O)[nH]2)n[nH]c1=O	9.8	-5.6	·
C=CCn1c(SC2CCOC2=O)nc2sc(C)c(C)c2c1=O (stereo unspecified)	-3.2	-4.6	·
CCn1ccnc1CN1CCC2(CCCN(C(=O)c3ccccc3C)C2)C1 (stereo unspecified)	5.9	-4.3	-10.1
NC(=O)CSCC(=O)N1CCc2ccc(Cl)cc21	4.0	-5.1	·
Cc1ccccc1S(=O)(=O)N1CCC2(CC1)CC(OCC1CC1)CCO2 (stereo unspecified)	·	-13.8	-5.5
CCC1COCCN1Cc1ccc(C(=O)Nc2c(C)cccc2OC)cc1 (stereo unspecified)	7.0	-3.3	-16.7
O=C(NC(c1ccccc1)c1ccsc1)C1CCN(C2Cc3ccccc3C2)CC1 (stereo unspecified)	0.3	9.6	·
COC(=O)N1CCCC(NC(=O)Nc2cc(NC(C)=O)ccc2C)C1 (stereo unspecified)	-0.9	-8.1	-14.4
COc1ccc(C(=O)CSc2nc(C)cc(C)c2C#N)cc1	-6.0	-4.7	-2.9
CCCCCCc1ccc(C(=O)Nc2ccc(N3CCCC3)c(C(=O)NC(C)c3ccccc3)c2)cc1 (stereo unspecified)	-5.0	-10.1	-9.1
O=C(c1cc(Cl)c(Cl)[nH]1)N1CCC(O)(C(F)(F)F)C1 (stereo unspecified)	-0.6	-6.9	·
CCc1ccccc1NC(=O)CN(C)C(=O)c1nn(-c2cccc(C(F)(F)F)c2)c(C)cc1=O	-3.6	-2.3	-9.3
O=C(/C=C/c1ccccc1Cl)N1CCN(CCCOC(c2ccc(Cl)cc2)c2ccc(Cl)cc2)CC1	5.4	0.4	-4.0
COC(=O)C1C2CCC(C2)C1NS(=O)(=O)CC1CCCCO1 (stereo unspecified)	-12.6	-3.2	·
C#CCOC(=O)/C(=C/c1ccc(C)cc1)NC(=O)c1ccccc1	-1.2	-16.3	-8.3
Cc1nn(C)c(C)c1NC(=O)c1c([N+](=O)[O-])cnn1C	3.4	2.1	0.8
CNC1=C(n2nnc3ccccc32)C(=O)c2ccccc2C1=O	-1.6	3.9	·
Cc1nnnn1-c1ccc(CC(=O)N2[C@H]3CCNC[C@@H]2CC3)cc1	-3.9	-0.3	·
CCC(Cn1ccnc1)NC(=O)Cc1c(C)[nH]c2c(C)ccc(C)c12 (stereo unspecified)	17.2	-1.2	-10.9
O=C(COc1ccccc1-c1nc2ccccc2o1)Nc1cccc(Cl)c1	21.4	-7.0	-10.4

Grouped by structure: the compounds so far containing an aryl thioether with sulfur outside any ring.
SMILES	NPYLR7 agonist	hcGAS lum	mcGAS inh
Cn1c(SCC(O)COCc2ccc(Cl)cc2)nnc1C1CC1 (stereo unspecified)	-2.8	-0.8	·
C=C(C)Cn1c(SCC)nc2c1c(=O)[nH]c(=O)n2C	-7.1	-8.6	·
Cc1ccnc(SCc2cc(=O)c(OC(=O)c3cccc(Br)c3)co2)n1	-10.2	-5.8	-6.0
COCCNc1nc(SC)nc2c1cnn2CCNC(=O)c1c(F)cccc1F	·	0.3	-4.7
Cn1nnnc1Sc1ncnc2scc(-c3ccc(Cl)cc3)c12	2.2	-9.1	·
O=C(NCCc1ccc(Cl)cc1Cl)c1ccc(CSc2nc(Cl)cc(N3CCC4(CC3)OCCO4)n2)cc1	-10.8	-4.5	-4.1
CC(=O)c1c(C)[nH]c(C(=O)C(C)Sc2nnc(-c3ccc(Cl)cc3)n2C)c1C (stereo unspecified)	13.4	-6.0	·
COCCCn1c(SCc2nc3ccsc3c(=O)[nH]2)n[nH]c1=O	9.8	-5.6	·
C=CCn1c(SC2CCOC2=O)nc2sc(C)c(C)c2c1=O (stereo unspecified)	-3.2	-4.6	·
COc1ccc(C(=O)CSc2nc(C)cc(C)c2C#N)cc1	-6.0	-4.7	-2.9
